RXFP1 antag: blocks the human relaxin receptor RXFP1. Q9HBX9. HEK293-RXFP1, relaxin-stimulated cAMP HTRF, 30 min; stronger effect = lower value. activity change, negative = inhibition, % at 57.5 µM. actives 0.59% (n = 350,000). AID 1259400;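 active means activity change of -60% or lower, but not beyond a set lower limit; inconclusive means change between -60% and -40%, or beyond the set limit; inactive means change above -40%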; further: on the % scale 0 is the no-effect control and ±100 the full control effect
Pol eta inh: DNA polymerase eta (human) inhibition; Q9Y253; recombinant Pol eta, fluorescent DNA replication assay; Potency, µM (series often up to 114 µM), for inactives: at the highest dose activity change, negative = inhibition, hits mostly inhibitors; actives 1.2% (n = 390,000); AID 588591; further: potency means the concentration at half of the fitted maximal effect; on the % scale 0 is the no-effect control and ±100 the full control effect
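Pol eta at 10 nM preincubated with compounds 15 min at room temperature; reaction started with fluorescent substrate (50 nM final) and read kinetically at 0 and 10 min.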
Apoferritin bind: binds horse apoferritin like a general anesthetic; P02791; apoferritin/1-aminoanthracene competitive binding, fluorescence; Potency, µM (highest dose often 77.5 µM), for the others: top-dose activity change, negative = displacement, hits mostly inhibitors; actives 0.074% (n = 350,000); AID 485281; further: potency means the concentration at half of the fitted maximal effect; on the % scale 0 is the no-effect control and ±100 the full control effect; nearly all actives have a fitted effect of over 20% in size
Target sequence (P02791 2-175 limits assumed): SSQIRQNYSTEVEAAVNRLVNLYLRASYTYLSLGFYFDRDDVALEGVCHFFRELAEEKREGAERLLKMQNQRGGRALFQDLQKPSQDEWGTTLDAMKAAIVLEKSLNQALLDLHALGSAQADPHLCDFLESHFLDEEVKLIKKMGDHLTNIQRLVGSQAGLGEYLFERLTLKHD
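In PBS, apoferritin at 10 uM is loaded with 1-AMA from a 50% saturated solution. After 10 min of compound exposure at ambient temperature, reduced 535 nm fluorescence indicates probe displacement.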
BLM inh: inhibitors of human Bloom syndrome helicase BLM; Potency, µM (top dose mostly 56.1 µM), for the others: top-dose activity change, negative = inhibition, actives largely listed as inhibitors; recombinant BLM DNA unwinding, fluorescence dequenching; actives 0.2% (n = 350,000); P54132;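 further: potency means the concentration at half of the fitted maximal effect; plate controls were vehicle for no effect and no enzyme for full effect; nearly all actives have a fitted effect of over 35% in size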
POLB inh: blocks human DNA polymerase beta activity. P06746. Pol beta primer extension/strand displacement, fluorescence kinetic. Potency, µM (titrated, usually from 114 µM), inactives show top-dose activity change, negative = inhibition, most hits filed as inhibitors. actives 1.3% (n = 340,000). AID 485314; further: potency means the concentration at half of the fitted maximal effect; on the % scale 0 is the no-effect control and ±100 the full control effect
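Preincubation: enzyme (10 nM) with compound, 15 min, RT. Reaction: substrate added to 50 nM final. Reads: 0 and 10 min. Analysis: normalized, Hill fit.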
POLI inh: DNA polymerase iota (human) inhibition. Q9UNA4. Pol iota fluorescent replication assay, 10 min. Potency, µM (series often up to 115 µM), inactives show top-dose activity, negative = inhibition, usual class: inhibitors. actives 1% (n = 390,000); further: potency means the concentration at half of the fitted maximal effect
Target sequence (Q9UNA4 whole entry, looked up): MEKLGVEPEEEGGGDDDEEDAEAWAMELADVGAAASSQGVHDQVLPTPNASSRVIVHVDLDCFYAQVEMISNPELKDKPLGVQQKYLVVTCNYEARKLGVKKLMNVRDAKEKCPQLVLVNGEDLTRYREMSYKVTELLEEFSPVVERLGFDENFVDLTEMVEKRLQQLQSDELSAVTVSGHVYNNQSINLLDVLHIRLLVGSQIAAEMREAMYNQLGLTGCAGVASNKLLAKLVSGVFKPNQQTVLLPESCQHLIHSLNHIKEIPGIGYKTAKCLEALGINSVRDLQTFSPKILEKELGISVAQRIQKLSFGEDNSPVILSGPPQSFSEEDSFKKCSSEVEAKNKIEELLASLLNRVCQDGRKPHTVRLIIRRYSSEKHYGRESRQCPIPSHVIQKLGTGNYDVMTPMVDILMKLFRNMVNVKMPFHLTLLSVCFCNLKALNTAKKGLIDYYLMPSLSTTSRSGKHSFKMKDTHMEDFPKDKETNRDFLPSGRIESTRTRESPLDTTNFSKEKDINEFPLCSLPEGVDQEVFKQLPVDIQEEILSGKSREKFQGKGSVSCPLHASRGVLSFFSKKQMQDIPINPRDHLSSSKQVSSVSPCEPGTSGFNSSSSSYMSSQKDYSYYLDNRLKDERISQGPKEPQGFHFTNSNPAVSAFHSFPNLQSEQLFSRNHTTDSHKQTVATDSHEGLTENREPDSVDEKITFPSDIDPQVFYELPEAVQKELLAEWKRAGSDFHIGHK
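Pol iota at 10 nM preincubated 15 min with compounds at room temperature; reaction started with fluorescent substrate, 50 nM final. Fluorescence read kinetically at 0 and 10 min; buffer-only wells as negative control.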
Pol kappa inh: blocks human DNA polymerase kappa activity | purified Pol kappa, fluorescent DNA synthesis assay, 10 min | Potency, µM (top dose mostly 107 µM), without a hit: at the highest dose activity, negative = inhibition, most hits filed as inhibitors | actives 0.53% (n = 400,000); further: potency means the concentration at half of the fitted maximal effect; on the % scale 0 is the no-effect control and ±100 the full control effect
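Here, compound and 10 nM enzyme are combined for 15 min at room temperature; adding 50 nM substrate (final) starts DNA synthesis, tracked by fluorescence at 0 and 10 min against buffer-only wells.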
APE1 inh: APE1 (human) endonuclease inhibition | recombinant APE1, TAMRA/BHQ-2 abasic DNA cleavage fluorescence | Potency, µM (top dose mostly 65.8 µM), for the others: at the highest dose activity change, negative = inhibition, actives largely listed as inhibitors | actives 0.35% (n = 350,000) | AID 2517;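 further: potency means the concentration at half of the fitted maximal effect; plate controls were vehicle for no effect and reference inhibitor for full effect; nearly all actives have a fitted effect of over 55% in size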
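Substrate: short duplex with […] THF abasic site, 5'-TAMRA and 3'-BHQ-2, 50 nM final. APE1 at 0.75 nM, preincubated 15 min RT with compound. Fluorescence increase from first to third read measured activity.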
Tb PGK inh: inhibitors of T. brucei phosphoglycerate kinase | PGK/GAPDH coupled, Kinase-Glo luminescence, 60 min | P07378 | AID 602233 | actives 0.043% (n = 380,000) | Potency, µM (highest dose often 57.5 µM), for inactives: top-dose activity change, negative = inhibition, most hits filed as inhibitors; further: potency means the concentration at half of the fitted maximal effect; on the % scale 0 is the no-effect control and ±100 the full control effect; nearly all actives have a fitted effect of over 60% in size
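Luminescent ATP detection (Kinase-Glo Plus) follows a 60-minute room-temperature incubation, with wells lacking PGK as controls. Buffer: 100 mM TEA (pH 7.6), 5 mM MgCl2, 0.01% Tween-20. Coupling enzyme GAPDH (100 nM final) supplies unstable 1,3-BPG in-well.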
Active calls of the source: *; i = inactive; u = inconclusive; x = no result given; & = joins results of further samples; [ ] = another dose, or the depositor's remark. Unless noted, the call rests on the fitted dose curve; in most records, active means well fitted curve in the direction sought with a large enough effect; inconclusive means small, poorly fitted or top-dose-only effect, or another doubt; inactive means no such curve, though single readings can be large; an effect the other way counts as inactive or inconclusive. Not all compounds are listed, so the mix of outcomes need not match the whole.

SMILES	RXFP1 antag	Pol eta inh	Apoferritin bind	BLM inh	POLB inh	POLI inh	Pol kappa inh	APE1 inh	Tb PGK inh
COc1ccc(NC(=O)c2oc3c(c2C)-c2nn(Cc4c(F)cccc4Cl)cc2CC3)c(OC)c1	-26.7	-18.6%	1.6%	-10.9%	-15.4%	-6.9%	1.3%	x	0.0%
COCc1cc(=O)[nH]c2cc(NC(=O)c3cccc(OC)c3)c(C)cc12	31.3	-2.1%	1.3%	-4.3%	23.6%	49.3%[activator]	0.0%	14.1%	-7.8%
Oc1ccc(C=Nc2ccc(N3CCOCC3)cc2)c(O)c1	-10.0	14.1µM*	-4.3%	-4.9%	3.9%	u	-41.4%	-5.2%	-27.7%
CC(=O)Nc1ccc(NC(=O)C2(c3cccs3)CCOCC2)cc1	-0.9	-4.8%	37.3%[activator]	-5.5%	-1.6%	-1.8%	-12.5%[60.1 µM]	x	i
Cc1ccc(Cl)cc1N1CCN(CCNC(=O)Nc2ccccc2Cl)CC1	x	-17.0%	-8.8%	-4.6%	3.0%	11.2%	8.5%	x	i
Cc1noc(C)c1CSCC(=O)OCC(=O)NC1CCCCC1	-0.5	-2.1%	-9.9%	0.6%	0.6%	1.4%	1.6%	-0.5%	2.3%
NC(=O)C1CCN(c2nc(-c3cccc(Cl)c3)cs2)CC1	x	-2.6%	x	x	x	u	3.7%	-4.2%&11.4%	-3.7%
Cc1cccc(NC(=O)NC2COc3ccccc3C2)c1C (stereo not given)	-4.5	10.2%	1.5%	-3.8%	1.5%	-21.1%	-8.1%[60.1 µM]	x	-4.1%
CC1CCCC(NC(=O)COC(=O)c2cc3ccccc3oc2=O)C1C (stereo not given)	-7.2	-21.0%	x	x	x	-6.4%	-0.8%	43.5%	1.1%
CCOC(=O)Cn1nnnc1C(C(C)C)N(Cc1cc2c(C)cc(C)cc2[nH]c1=O)C1CCCC1 (stereo not given)	-6.7	-19.9%	5.5%	-6.2%	-1.9%	19.1%	3.1%	-6.6%	-4.8%
Cn1c2c(c(=O)n(C)c1=O)C(c1ccc(C(F)(F)F)cc1)CC(=O)N2 (stereo not given)	x	2.6%	x	x	x	1.8%	16.7%	x	-4.7%
C=CCn1cc(C(=O)OC)c(=O)c2cc(S(=O)(=O)N3CCC(C)CC3)ccc21	-4.0	6.1%	-13.1%	3.8%	30.4%	22.7%	-6.7%	-3.8%	-8.6%
Cc1cccc(C(=O)N2CCC(N3CCN(Cc4ccc(F)cc4)C(=O)C3=O)CC2)c1	-8.3	-11.7%	2.7%	-2.0%	3.5%	17.8%	-13.4%	x	6.6%
O=C(CSCc1c(Cl)cccc1Cl)N1CCOCC1	-2.1	-16.3%	-10.5%	-4.8%	-0.8%	25.5%	1.2%	10.4%	3.7%
C=CCN(c1ccccc1C(=O)O)S(=O)(=O)/C=C/c1ccccc1	-3.1	-3.4%	0.1%	-2.1%	-2.3%	107.3%[activator]	-3.7%	-0.5%	8.0%
CCO[C@@H]1OC(C(=O)NCc2nc3ccccc3[nH]2)=C[C@H](C)[C@H]1CCCO	x	-6.6%	-1.5%	-0.8%	-20.8%	u	-10.0%	-0.6%	7.6%
CCn1c2ccccc2c2cc(NC(=O)c3cccc(OC)c3)ccc21	-16.1	-11.7%	-2.7%	-10.1%	-5.4%	-8.6%	-8.1%	-10.1%	-8.3%
CC(=O)N1N=C(c2cccs2)CC1c1cccc([N+](=O)[O-])c1 (stereo not given)	2.2	-8.4%	-11.7%	-5.4%	3.0%	-13.3%	-10.9%	3.9%	-3.1%
COc1ccccc1-c1c(C)oc2cc(OCC(=O)OCc3ccccc3)ccc2c1=O	-20.6	u	-16.5%	-8.1%	3.1%	-2.4%	-4.5%	1.8%	-1.7%
COc1ccc(-c2csc(/C(C#N)=C\c3ccc(O)c([N+](=O)[O-])c3)n2)cc1OC	4.5	8.0%	-11.4%	-6.0%	-11.4%	-7.7%	-8.8%	1.3%	-12.1%
CC(C)Oc1ccc(C(=O)N(CN2CCCC2=O)c2ccc(F)cc2)cc1	1.2	-12.7%	-9.4%	-1.2%	-1.0%	-5.7%	-1.5%	-2.5%	i
CCN1C(=S)N[C@@H](c2cccc(F)c2)C(C(=O)OC)=C1C	x	-1.6%	u	-3.0%&-1.9%	0.1%&11.2%	5.8%	1.8%	5.7%&-11.7%	-3.9%
O=C(/C=N/O)Nc1ccccc1C(=O)O	0.7	5.1%	-10.6%	-1.6%	-4.3%	-17.6%	1.4%	0.1%	-6.0%
COc1ccc(C(=O)O)cc1NC(=S)NC(=O)c1ccc(-c2ccc(Cl)cc2)o1	-13.7	20µM*	-6.3%	-10.0%	-1.7%	u	-16.2%	-1.9%	-15.5%
CC(=O)Nc1ccc(-c2nnc3n(CC(C)C)c(=O)c4ccccc4n23)cc1	-2.2	2.1%	61.3%[activator]	-3.4%	-5.1%	-12.2%	-1.5%	x	u
COc1ccc(S(=O)(=O)N(C)Cc2ccc3c(c2)OCCO3)cc1	-2.4	-17.7%	x	x	x	-13.1%	-3.4%	7.1%	i
Oc1ccccc1-c1nc2cnccn2c1Nc1ccc2c(c1)OCCO2	10.4	-7.6%	-15.8%	-13.3%	1.0%	4.6%	-11.4%	-1.0%	x
Cc1ccccc1NC(=O)NCCc1c[nH]c2ccccc12	-3.4	-13.6%&-4.1%	-4.9%&-5.1%	-2.0%&-2.5%	21.6%&36.9%	21.1%&-13.0%	-5.5%&-6.9%	12.5%	1.2%
COC(=O)c1ccc(NC(=O)CSc2nc(C)cc(C)c2C(=O)Nc2ccccc2)cc1	-14.6	3.6%	-1.2%	-4.4%	-8.8%	-18.6%	-17.6%	x	-8.5%
Cc1cc2n(n1)C(c1cccs1)Nc1ccccc1-2 (stereo not given)	6.6	-10.4%	-12.3%	1.5%	29.4%	11.1%	-4.4%	-1.2%	-4.6%

Brought forward from above: 3 entries; new compounds follow.
SMILES	RXFP1 antag	Pol eta inh	Apoferritin bind	BLM inh	POLB inh	POLI inh	Pol kappa inh	APE1 inh	Tb PGK inh
Cc1ccccc1NC(=O)NCCc1c[nH]c2ccccc12	-3.4	-13.6%&-4.1%	-4.9%&-5.1%	-2.0%&-2.5%	21.6%&36.9%	21.1%&-13.0%	-5.5%&-6.9%	12.5%	1.2%
COC(=O)c1ccc(NC(=O)CSc2nc(C)cc(C)c2C(=O)Nc2ccccc2)cc1	-14.6	3.6%	-1.2%	-4.4%	-8.8%	-18.6%	-17.6%	x	-8.5%
Cc1cc2n(n1)C(c1cccs1)Nc1ccccc1-2 (stereo not given)	6.6	-10.4%	-12.3%	1.5%	29.4%	11.1%	-4.4%	-1.2%	-4.6%
CC(=O)N1CCc2cc(S(=O)(=O)N3CCOCC3)ccc21	5.5	-13.5%	-3.8%	0.7%	5.0%	23.5%	0.3%	-3.4%	-6.7%
Cc1ccc(NC(=S)N(C)C(c2ccccc2)c2ccccc2)cc1C	-4.5	-21.3%	6.9%	-12.5%	7.1%	30.9%	-17.7%	-4.5%	-3.4%
Cc1ccc2[nH]c(C(=O)N3CCN(c4cccc(Cl)c4)CC3)cc2c1	-6.0	-13.0%	-14.6%	1.8%	14.3%	4.1%	-2.2%	10.5%	-7.8%
COc1ccc(CC(=O)NCCCSc2ccccc2)cc1OC	2.5	-18.1%	-3.7%	-15.2%	-6.6%	50.3%[activator]	-12.3%	46.1%	-8.6%
Cc1ccccc1OCCC(=O)OCC(=O)Nc1ccc(C(N)=O)cc1	-5.1	9.2%	5.5%	-1.7%	8.9%	-0.4%	-15.9%	-7.5%	-7.6%
O=C1Nc2ccccc2C1C(C[N+](=O)[O-])c1ccccn1 (stereo not given)	19.5	-7.3%	0.4%	-10.2%	12.6%	-8.6%	-4.1%	-7.7%	x
O=C(Nc1cccc(C(F)(F)F)c1)c1cc(S(=O)(=O)N2CCCC2)c[nH]1	x	0.9%	-10.4%	-0.6%	0.0%	2.2%	-6.8%	x	-9.4%
CCOc1ccc(C(=O)C[n+]2ccc(C(=O)NCCO)cc2)cc1	3.2	-23.2%	-1.6%	0.4%	u	18.6%	-0.7%	34.8%	0.7%
Cc1nnc(SCc2cccc([N+](=O)[O-])c2)s1	13.7	-17.3%	u	2.1%	31.7%[activator]	46.4%[activator]	0.0%	15.3%	-13.3%
CCOc1ccc(C(O)C(CN2CCOCC2)c2ccccc2)cc1 (stereo not given)	13.1	-12.3%	-9.2%	2.7%	-1.4%	-1.4%	-3.7%	-1.8%	0.9%
O=C(NCc1ccccc1)c1ccc(NC(=O)C2CCC2)cc1	x	-14.3%	x	x	x	-11.7%	0.6%	x	3.2%
CCOC(=O)N1CCN(Cc2nc3ccc([N+](=O)[O-])cc3c(=O)n2-c2ccccc2F)CC1	-2.6	-2.6%	-4.5%	-2.9%	2.3%	17.1%	10.7%	54.7%[activator]	-4.1%
CCS(=O)(=O)Nc1ccc(C(=O)CC2(O)C(=O)Nc3ccc(Br)cc32)cc1 (stereo not given)	4.5	-8.9%	-8.3%	-2.0%	31.1%	2.4%	-19.2%	-2.8%	-6.5%
CCOC(=O)c1cccnc1SCC(=O)N(C)c1ccccc1	4.9	-7.8%	u	-0.9%	0.6%	6.7%	-1.0%	-9.3%	-10.8%
C/C(CC(=O)NCc1ccc(F)cc1)=N\NC(N)=S	-30.4	-3.8%	-5.7%	-0.6%	0.0%	-5.5%	-0.1%	-0.9%	3.7%
Cc1ccc(-n2c(Cc3cccn3C)nnc2SCC(N)=O)cc1	-14.8	-7.9%	-7.4%	0.4%	30.0%	-10.5%	1.5%	-0.4%	-11.5%
Cc1nnc(SCc2cc(=O)n3[nH]cnc3n2)s1	5.4	3.1%	0.1%	-0.7%	12.3%	-6.9%	-5.2%	-0.1%	-2.2%
COc1ccc(CC(=O)Nc2ccc(N3CCN(c4ccc(OC)cc4)CC3)c(C#N)c2)cc1	4.9	-15.2%	-0.2%	-7.3%	1.9%	7.2%	-5.9%	4.4%	7.4%
COc1ccccc1N(CCN1C(=O)c2cccc3cccc(c23)C1=O)C(=O)c1ccncc1	x	x	-5.2%	-6.2%	-1.2%	x	x	-1.7%	x

Screens from PubChem BioAssay.
